# Hsp70 inhibitors – small molecules displacing fluorescent ligand from Hsp70 – biochemical, fluorescence polarization, primary screen (AID 583). hit rate 0.06% among 140,000. Hsp70 fluorescence polarization probe displacement, mP; higher % means a stronger effect. displacement, % at 20 µM, or IC50 in µM where a hit was titrated; in the data active = displacement above about 50%;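 also: plate controls were vehicle for no effect and reference ligand for full effect; a part of the inactive calls stands beside numbers as strong as those of hits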
# Rat MKP-3 inhibitors – MKP-3 phosphatase inhibitors, primary screen, biochemical, rat enzyme, in vitro (AID 425); recombinant MKP-3 phosphatase activity, fluorescence; higher % means a stronger effect; one-dose inhibition, % at 20 µM; IC50 in µM for titrated hits; hit rate 0.17% among 110,000; in the data active = inhibition above about 50%;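 also: plate controls were vehicle for no effect and reference inhibitor for full effect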
# * marks the source's active call; other numbers are inactive results; / = not tested or not shown; & = joins results of further samples.
# Results follow in this order: Hsp70 inhibitors	Rat MKP-3 inhibitors
O=C1/C(=C\c2ccc(-c3ccccc3[N+](=O)[O-])o2)SC(=S)N1CCc1ccccc1
  0.7%	6.0%
Cc1ccc(/C=C2\SC(=O)N(CCC(=O)Nc3c(C)n(C)n(-c4ccccc4)c3=O)C2=O)cc1
  -0.6%	-0.2%
CCCC(=O)Nc1nc2ccc(OC)cc2s1
  -2.9%	-1.9%
O=C(OCc1cc2ccccc2[nH]c1=O)c1ccccc1
  -4.6%	-7.3%
COc1ccccc1N(CC(=O)Nc1c(C)cccc1C)S(C)(=O)=O
  /	0.9%
COc1ccc([N+](=O)[O-])cc1NC(=O)CCc1ccccc1
  -4.5%	2.9%
CC1(C)Cc2cccc(OCC(=O)N3CCN(S(=O)(=O)c4ccc(F)cc4)CC3)c2O1
  1.1%	-8.7%
O=C(CSc1nnc(-c2cccnc2)n1Cc1ccco1)NCc1ccc2c(c1)OCO2
  -2.7%	-1.3%
CC1CCc2cc(F)ccc2N1C(=O)CSc1nnc(-c2cccs2)n1C (centres undefined)
  -1.6%	-6.1%
Nc1nnc(SCCOc2ccc(Br)cc2)s1
  -1.9%	-14.6%
Brc1cccc(-c2nnc3n2CCC3)c1
  2.9%	-6.6%
CCCOc1ccc(C(=O)c2nc3c(n2O)CCCC3)cc1
  /	-0.7%
c1ccc(OCc2nc(-c3cccnc3)no2)cc1
  -3.3%	0.2%
O=C(CSc1ccc(Cl)cc1Cl)Nc1cccc([N+](=O)[O-])c1
  -1.7%	-4.7%
Cc1ccc(C(=O)C(C)OC(=O)C2CC(=O)N(C3CCCCC3)C2)cc1 (centres undefined)
  0.8%	-3.5%

# Molecules listed so far containing a furan ring, fused or not (two):
# Results follow in this order: Hsp70 inhibitors	Rat MKP-3 inhibitors
O=C1/C(=C\c2ccc(-c3ccccc3[N+](=O)[O-])o2)SC(=S)N1CCc1ccccc1
  0.7%	6.0%
O=C(CSc1nnc(-c2cccnc2)n1Cc1ccco1)NCc1ccc2c(c1)OCO2
  -2.7%	-1.3%

# Record cards, from the list above. Values in the order: Hsp70 inhibitors | Rat MKP-3 inhibitors
# `CCCC(=O)Nc1nc2ccc(OC)cc2s1` across the screens: -2.9% | -1.9%
# `CC1(C)Cc2cccc(OCC(=O)N3CCN(S(=O)(=O)c4ccc(F)cc4)CC3)c2O1` across the screens: 1.1% | -8.7%

# Later entries:
# Results follow in this order: Hsp70 inhibitors	Rat MKP-3 inhibitors
CC1(C)CC2(CCO1)NN=C(c1ccccc1)S2 (centres undefined)
  4.6%	0.1%
O=c1c2c(nc3c(-c4ccc(Cl)cc4)c[nH]n13)CCCC2
  2.1%	-4.3%
O=C(NCc1cccs1)NC12CC3CC(CC(C3)C1)C2
  -11.2%	1.2%
O=C(c1cc2ccccc2o1)N1CCN(c2ccc([N+](=O)[O-])cc2)CC1
  -1.4%	-1.6%
CCn1c(=O)cc(SCC(=O)NCc2ccc(C)o2)c2ccccc21
  5.3%	/
COc1cc(NC(=O)c2ccc(-c3cccc([N+](=O)[O-])c3)o2)ccc1NC(=O)c1ccco1
  -1.7%	5.4%
Cc1cccc(-n2c(SCC(=O)NCc3ccco3)nnc2-c2ccco2)c1
  -0.7%	1.3%
O=C(CN1CCc2ccccc21)NC(=O)NCc1ccco1
  0.6%	7.7%
COC(=O)c1ccc(NS(=O)(=O)N(C)C)cc1
  2.3%	-0.4%
C=CCN1C(=O)/C(=C\c2ccc(N(CC)CC)cc2O)C(=O)NC1=S
  -17.8%	4.0%
CCc1ccc(Nc2ncc3c(n2)CC(c2ccc(OC)cc2)CC3=O)cc1 (centres undefined)
  2.4%	/
CC12CN3CC(C)(CN(C1)C3c1cc3ccccc3[nH]1)C2=O (centres undefined)
  3.6%	4.1%
O=C(COC(=O)C1CCC1)NCc1ccccc1Cl
  -2.8%	-5.7%
O=C(Nc1ccc(NC(=O)c2ccc(-c3cccc(Cl)c3)o2)cc1)c1ccccc1
  -6.7%	0.9%
CCCNC(=O)CN(C)S(=O)(=O)c1c(C)cc(C)cc1C
  2.7%	/
COCCNC(=O)CN(c1cc(OC)ccc1OC)S(C)(=O)=O
  -5.8%	5.4%
CCOC(=O)CNC(=O)c1cc(OCC)c(OCC)c(OCC)c1
  0.6%	-3.2%
CCOc1cc2c(cc1OCC)C(C(=O)O)C(c1cc(Br)c(O)c(OC)c1)N(C)C2=O (centres undefined)
  2.8%	6.1%
N=c1sccn1CC(=O)Nc1ccccc1Cc1ccccc1
  6.3%	-5.6%
Cc1ccc(S(=O)(=O)N(Cc2cc3cc4c(cc3[nH]c2=O)OCCO4)CC2CCCO2)cc1 (centres undefined)
  -2.0%	-17.8%
CCN(CC)c1ccc(/C=C2/C(=O)NN(c3cccc(Cl)c3)C2=O)c(O)c1
  -60.2%	26.2%
C/C(=N\N=C1\NC(=O)C(CC(=O)Nc2ccccc2F)S1)c1ccc(Cl)cc1 (centres undefined)
  1.1%	0.5%
CC(C)CC(c1nnnn1CCc1ccccc1)N1CCN(C(=O)c2ccco2)CC1 (centres undefined)
  1.4%	-2.9%
CCc1ccc(-n2[nH]c(=O)c(/C=C3\C(=O)N(c4ccccc4)N=C3C)c2O)cc1
  -0.7%	1.2%
CCCn1nc(NC(=O)c2cccs2)c2cc3ccccc3nc21
  -0.7%	/
Cc1ccc(-c2ccc(/C=N/c3ncn[nH]3)o2)cc1Cl
  -5.6%	1.9%
O=C(CN1C(=O)NC2(CCCc3ccccc32)C1=O)N1CCN(C(=O)c2ccco2)CC1 (centres undefined)
  -2.9%	-2.5%
CC1(c2ccc3noc(-c4ccc(Cl)cc4)c3c2)OCCO1
  -6.6%	-0.2%
O=C(NC(=S)Nc1ccc(-c2nc3ncccc3o2)cc1)c1ccco1
  13.7%	-2.2%
COc1ccc(Oc2coc3cc(O)ccc3c2=O)cc1
  5.7%	2.3%
COc1ccc(Cc2nnc3c4cnn(C)c4ncn23)cc1
  -0.8%	-8.4%
COc1ccccc1-c1cc(C(=O)NCc2ccc(Cl)cc2)no1
  -0.3%	1.9%
CNc1nc(C(=O)O)nc(N2CCOCC2)n1
  -2.1%	/
CN(CC(=O)N1CCc2ccccc2C1)S(=O)(=O)c1ccc2c(c1)c(=O)n(C)c(=O)n2C
  9.6%	5.0%
COc1ccc(OC)c(N2C(=O)C(Cl)=C(N3CCOCC3)C2=O)c1
  1.4%	-10.5%
O=C1CCCN1c1cc(Cl)ccc1Cl
  3.9%	-11.3%
CCN(CC)C(=O)c1ccc2c(c1)N(Cc1ccccc1)C(=O)CS2=O (centres undefined)
  6.1%	3.6%
O=C(Cc1ccc(Br)cc1)OCC(=O)c1ccc2c(c1)OCCO2
  3.0%	/
O=C(Nc1cccc(F)c1)C1CCCN1S(=O)(=O)c1cccc2cccnc12 (centres undefined)
  -3.6%	-12.4%
O=C(OCN1C(=O)c2ccccc2C1=O)c1ccccc1
  8.1%	-15.1%
CCc1ccc(C(=O)Nc2ccc(S(=O)(=O)Nc3nc(C)cc(C)n3)cc2)o1
  3.1%	-5.9%
COc1cc(C(=O)Nc2ccc(N(C)C)cc2)cc(OC)c1OC
  -0.9%	-16.2%
Cc1cc(NC(=O)CCC(=O)N(CC(=O)NC2CCCC2)Cc2ccco2)no1
  0.2%	/
CCNC(=O)COC(=O)c1cc(-c2ccc(OC)cc2)nc2ccccc12
  4.6%	/
CCOC(=O)C1=C(C)NC2=C(C(=O)CCC2)C1c1cc(OC)ccc1OC (centres undefined)
  0.3%	-13.3%
Cc1ccc(S(=O)(=O)Cn2nnnc2C(CC(C)C)N2CCN(C(=O)c3ccco3)CC2)cc1 (centres undefined)
  /	5.2%
CCOC(=O)COc1ccc(/C=C2\C(=O)NC(=O)N(c3ccc(C)cc3)C2=O)cc1OC
  0.4%	3.4%
COc1ccc(C2=Cc3cc(OC)c(OC)cc3S(=O)(=O)O2)cc1OC
  2.1%	0.8%
CCOc1cc(/C=N/N=C2\NC(=O)C(CC(=O)O)S2)ccc1O (centres undefined)
  0.2%	1.2%
OC(COc1ccccc1)CN1CCCCCC1 (centres undefined)
  -3.8%	-2.2%
CCC(CC)=N/N=C/c1c(O)n(CC)c2cc(C3=NNC(=O)CC3)ccc12
  -12.8%	/
O=C1CC(Sc2ncn[nH]2)C(=O)N1c1ccc(I)cc1 (centres undefined)
  1.0%	2.9%
CC1=CCC(C(C)(C)NC(=O)c2ccccc2)C/C1=N\O (centres undefined)
  -2.3%	2.7%
CCN(CC)c1ccc(NC(=O)c2cnn(CC)c2)cc1
  -3.2%	/
CCOC(=O)c1c(C)c(C(=O)NCCc2ccc(S(N)(=O)=O)cc2)c(C)n1CC
  1.8%	-0.4%
O=S(=O)(NCCNS(=O)(=O)c1ccccc1)c1ccccc1
  2.1%	-12.1%&-1.6%
CCOC(=O)C1=C(O)/C(=C/c2cccc([N+](=O)[O-])c2)SC1=Nc1cccc2ccccc12
  -5.6%	20.2%
CC1=C(C(=O)OCC(C)C)C(c2ccc(F)cc2)NC(=O)N1 (centres undefined)
  2.6%	-6.9%
N#C/C(=C/c1ccc(Sc2nc3ccccc3[nH]2)o1)c1cccc(Br)c1
  -3.0%	/
O=C(CCN1C(=O)c2ccccc2C1=O)Nc1ccccc1C(=O)N1CCCC1
  2.7%	-1.4%

# Additional structures.
# Results follow in this order: Hsp70 inhibitors	Rat MKP-3 inhibitors
COc1cc(/C=C2/C(=O)NN(c3cccc(Cl)c3)C2=O)c([N+](=O)[O-])cc1OC
  1.7%	0.6%
S=C1NCCc2ccccc2C1c1ccccc1 (centres undefined)
  2.0%	/
Cc1cc(C)nc(Sc2ncnc3c2oc2ccccc23)n1
  -2.3%	/
CCCCOc1cccc(C(=O)NCCNc2ccc([N+](=O)[O-])cc2)c1
  0.8%	2.0%
N#Cc1cc2c(nc1SCc1cccnc1)CCCCC2
  3.0%	-10.2%
O=C1C2C3c4ccccc4C(c4ccccc43)C2C(=O)N1CN1CCOCC1 (centres undefined)
  0.9%	2.5%
O=C1C2C3C=CC(C3)C2C(=O)N1c1ncn[nH]1 (centres undefined)
  -0.5%	2.8%
OC(c1ccccc1)C1CN(Cc2ccccc2)CCC1(O)c1ccccc1 (centres undefined)
  0.1%	-3.4%
Cc1ccc(CNC(=O)C(=O)NCC(C)C)cc1
  2.0%	3.3%
CC(=O)c1c(C(C)=O)c(C)n(-c2nc(-c3ccc(Br)cc3)c(C)s2)c1C
  1.1%	/
CC(=O)Oc1ccc(C(=O)N2c3ccccc3Sc3ccccc32)cc1
  -0.5%	3.9%
C=CCOC(=O)C1=C(C)NC(SCC(=O)Nc2nccs2)=C(C#N)C1c1cccs1 (centres undefined)
  -4.3%	/
O=C1c2ccccc2NC2(CCCC2)N1O
  -1.6%	/
O=C1CSC2(C(=O)Nc3ccccc32)N1c1ccc(Cl)c(Cl)c1 (centres undefined)
  2.8%	0.5%
CC(C)c1nnc(NC(=O)c2cccs2)s1
  2.5%	-1.1%
Cc1noc(C)c1COC(=O)C1COc2ccccc2O1 (centres undefined)
  -1.2%	-6.0%
Cc1ccc(CNC(=O)C2CC(=O)N(c3ccc(OCC(=O)N4CCCC4)cc3)C2)cc1 (centres undefined)
  -0.2%	/
CCCCOC(=O)Nc1ccc(N2CCOCC2)cc1
  -2.1%	-11.3%
COc1ccc(OCC(=O)N2CCN(C(=O)c3cccc(F)c3)CC2)cc1
  1.5%	/
COC(=O)c1cc(C#N)c(SCc2ccccc2)nc1C
  -5.0%	/
COc1ccc(NC(=O)NCCCN2CCCC2=O)c(OC)c1
  -4.2%	/
CCOc1ccc2nc(CCC(=O)O)[nH]c2c1
  1.4%	-0.2%
CCCC(=O)Nc1ccc(C(=O)N2CCCC2)cc1
  5.0%	-8.7%
Cc1nnc(SCC(=O)Nc2cccc(C(F)(F)F)c2)n1Cc1ccco1
  -0.2%	-7.2%
COc1ccccc1N1C(=O)CC(Nc2ccc(C)cc2)C1=O (centres undefined)
  -2.5%	-1.7%
COc1ccc(C=Nc2cccc3c(=O)[nH][nH]c(=O)c23)c2ccccc12
  4.9%	/
CSc1ccc(/C=N/NC(=O)COc2cccc(C)c2)cc1
  1.0%	-0.7%
CC1C(C(=O)N(C=O)NC(=O)c2ccc(Cl)cc2)C2C=CC1C21CC1 (centres undefined)
  1.1%	1.0%
O=C(NCc1cccs1)c1cc2nc(-c3ccc([N+](=O)[O-])cc3)cc(C(F)(F)F)n2n1
  2.7%	4.3%
c1cc2c(cc1-c1cnc3n1CCC3)OCCO2
  2.4%	-1.0%
O=C(COc1ccc(Cl)cc1)Nc1ccccc1N1CCOCC1
  -4.9%	1.8%
CCOC(=O)CCC(=O)Nc1cc(-c2ccc(F)cc2)[nH]n1
  0.0%	-3.4%
Cc1cccnc1NC(=O)Nc1cccc(C(F)(F)F)c1
  3.1%	-6.0%
CC(=O)c1c(O)c(C(C)(C)C)cc(C(C)(C)C)c1O
  -2.7%	-0.4%
COc1ccc(N2C(=O)C=CC2=O)c([N+](=O)[O-])c1
  4.0%	-4.3%
CC(C)OC(=O)C1C(=O)CC(C)(O)C(C(=O)OC(C)C)C1c1cccnc1 (centres undefined)
  0.2%&2.9%	-9.9%&-2.5%
Cc1nc(N2CCCCC2)c2sc(=S)n(C)c2n1
  5.9%	-6.1%
CSc1cccc(NCc2ccc([N+](=O)[O-])cc2)c1
  -1.6%	5.3%
CN(C)CCCNc1cn[nH]c(=O)c1Cl
  3.9%	/
O=C(N/N=C/c1ccco1)c1cc(-c2ccccc2)n[nH]1
  7.9%	/

# Random excerpt: 3 entries already listed
# Results follow in this order: Hsp70 inhibitors	Rat MKP-3 inhibitors
CCOC(=O)CCC(=O)Nc1cc(-c2ccc(F)cc2)[nH]n1
  0.0%	-3.4%
Cc1nc(N2CCCCC2)c2sc(=S)n(C)c2n1
  5.9%	-6.1%
CN(C)CCCNc1cn[nH]c(=O)c1Cl
  3.9%	/

# Screening data from PubChem BioAssay.

# Not all compounds are listed; count on the stated rates, not on these rows.
